KLF5 inhibitor: inhibitors of KLF5 expression. DLD-1 KLF5 promoter-luciferase reporter, luminescence. inhibition, % at 5 µM. 290,000 compounds, 0.23% hits;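 active = inhibition above a per-plate limit of that plate's mean compound inhibition plus 3 SD, cut at about 60% in these data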;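 also: 0% = DMSO wells and 100% = LY294002 at 200 µM; higher means less KLF5 promoter-driven luciferase light; inactives centre near -14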
HSF1 inh: HSF1 inhibition; NIH3T3-HGL HSE-luciferase, MG132-induced, luminescence 8 h; hits give low values; activity change, negative = inhibition, % at 7.5 µM (by protocol); 300,000 compounds, 0.77% hits; AID 2098;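 active = more than half of replicate wells show activity change below -50%, luminescence cut by over half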;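 also: luciferase reports HSF-1 transcriptional activity via heat shock element; 0% = median of DMSO wells and -100% = zero luminescence signal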
HSF-1 act: increases HSF-1 driven luciferase reporter signal | NIH3T3-HGL HSF-1 luciferase reporter, MG132, 8 h; 100% = twice DMSO control signal | activation, % at 9 µM | AID 504408 | 300,000 compounds, 1.7% hits;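 active = mean replicate activation of at least 50% with a set share of replicates each reaching 50%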;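 also: 0% = median of the neutral control wells and 100% = twice that signal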
PolyA inhibitor: inhibitors of polyadenylation in S. cerevisiae. S. cerevisiae SKY197-pL101 polyadenylation reporter, beta-gal luminescence; efflux-impaired pdr1/pdr3 knockout yeast; score 100 = 6 SD above DMSO. calls only at 12 µM. 300,000 compounds, 0.02% hits. AID 1875;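 active = lowest replicate activity score at least 50, where 100 means six control SD above control mean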;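 also: yeast exposed to compound for 9 h at 30 °C; higher score means more reporter readthrough which indicates perturbed polyadenylation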
GSK3A inh: human GSK-3 alpha kinase inhibition; P49840; ADP-Glo luminescence, 60 min; inhibition, % at 10 µM; 320,000 compounds, 0.1% hits;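 in the data active = inhibition above about 50%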;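 also: GST-tagged GSK-3 alpha with peptide substrate and 25 µM ATP; 0% = DMSO neutral wells and 100% = GW8510 positive control wells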
Target sequence (P49840 whole entry, looked up): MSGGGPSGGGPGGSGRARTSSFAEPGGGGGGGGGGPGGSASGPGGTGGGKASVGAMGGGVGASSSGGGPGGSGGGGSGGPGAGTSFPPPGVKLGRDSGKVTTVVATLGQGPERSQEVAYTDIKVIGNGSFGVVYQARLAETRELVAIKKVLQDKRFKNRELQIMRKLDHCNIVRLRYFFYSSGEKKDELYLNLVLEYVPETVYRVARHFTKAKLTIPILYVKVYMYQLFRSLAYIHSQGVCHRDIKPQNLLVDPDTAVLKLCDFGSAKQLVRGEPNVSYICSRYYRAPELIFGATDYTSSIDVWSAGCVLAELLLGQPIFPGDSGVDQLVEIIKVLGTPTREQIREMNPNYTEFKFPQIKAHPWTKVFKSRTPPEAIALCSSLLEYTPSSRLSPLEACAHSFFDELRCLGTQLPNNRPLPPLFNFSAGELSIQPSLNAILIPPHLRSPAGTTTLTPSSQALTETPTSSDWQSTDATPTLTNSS
AI-2 QS mod: modulators of Vibrio harveyi AI-2 quorum sensing system; Vibrio harveyi JMH597 AI-2 luminescence/OD600 ratio, 9 h; hits give low values; strain lacks LuxN and CqsS sensors; 0 = neutral-control median; activity change, % at 7.5 µM; 300,000 compounds, 0.4% hits; in the data active = activity change below about -75%, passing the limit was not always enough;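 also: luminescence divided by OD600 gain over 9 h not by final OD600 alone; inactives centre near 13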
HSP90 inh: HSP90 refolding inhibition in rabbit reticulocyte lysate | luciferase refolding luminescence, 3 h | inhibition, % at 5.6 µM | 290,000 compounds, 0.91% hits | AID 1789;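 active = inhibition above the screen-wide mean plus 3 SD, computed separately per campaign, cut at about 16% in these data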;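 also: 0% = DMSO wells and 100% = 60 µM geldanamycin wells; inhibitors lower the luminescence because luciferase stays unfolded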
aSyn UTR inh: 5' untranslated region of α-synuclein, MLPCN primary screen; alpha-synuclein 5'UTR reporter, inhibitor activity; inhibition, % (tested at 7.5 µM); 300,000 compounds, 0.82% hits; AID 1813; in the data active = inhibition above about 60%;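 also: H4 neuroglioblastoma cells stably carrying SNCA 5'UTR luciferase fusion; 0% = DMSO wells and 100% = positive control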
GSK3B inh: inhibitors of human GSK3beta kinase; P49841; GST-GSK3beta kinase, ADP-Glo luminescence, 60 min; hits give low values; activity score (negative = inhibition), % at 10 µM; 300,000 compounds, 0.038% hits; AID 2097;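 active = more than half of replicate wells score below -50%, meaning over 50% inhibition versus plate controls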;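 also: 0% = median DMSO wells and -100% = median GW8510 positive control wells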
Target sequence (P49841 whole entry, looked up): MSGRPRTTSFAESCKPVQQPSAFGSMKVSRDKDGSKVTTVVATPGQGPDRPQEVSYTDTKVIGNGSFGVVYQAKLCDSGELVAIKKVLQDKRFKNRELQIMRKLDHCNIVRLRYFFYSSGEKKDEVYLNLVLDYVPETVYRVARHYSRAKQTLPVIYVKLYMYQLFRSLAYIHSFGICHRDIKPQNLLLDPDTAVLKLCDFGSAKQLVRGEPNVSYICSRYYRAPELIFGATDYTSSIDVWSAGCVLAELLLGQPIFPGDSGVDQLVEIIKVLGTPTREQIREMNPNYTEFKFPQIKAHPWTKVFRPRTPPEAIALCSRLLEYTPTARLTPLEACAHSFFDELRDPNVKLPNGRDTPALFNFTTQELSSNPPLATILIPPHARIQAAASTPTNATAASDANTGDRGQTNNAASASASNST
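Test system – GST-tagged human GSK3beta kinase, cell-free · Incubation – 60 min enzyme reaction, room temperature · Signal – ADP-Glo luminescence · Also added – peptide substrate and ATP at 25 µM · Controls – DMSO neutral wells and GW8510 at 20 µM as positive · Buffer or medium – Tris/MgCl2 kinase buffer · Measure – Luminescence-derived activity versus plate DMSO and GW8510 wells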
IEC-6 tox: counter-screen for KLF5 inhibitors: cytotoxicity in IEC-6 cells; IEC-6 cytotoxicity, luminescence viability; 290,000 compounds, 0.78% hits; inhibition, % at 5 µM; in the data active = inhibition above about 22%;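 also: 0% = plate median of test compound wells and 100% = cytotoxic reference compound wells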
The depositor's hits bear a star; i = inactive; / = no result given.

Each structure is followed by: KLF5 inhibitor	HSF1 inh	HSF-1 act	PolyA inhibitor	GSK3A inh	AI-2 QS mod	HSP90 inh	aSyn UTR inh	GSK3B inh	IEC-6 tox
1. Cc1onc(-c2ccc(Cl)cc2)c1-c1ccnn1S(=O)(=O)c1cccc(C(F)(F)F)c1
  -30	18	22	i	-1	31	0	-2	2	0
2. CC(=O)Nc1ccc(NC(=O)C2CC(=O)N(c3ccc(Cl)cc3)C2)cc1 (stereo unspecified)
  -10	-10	-8	i	0	12	-2	-18	1	1
3. CCNC(=O)/C(C#N)=C/c1c(N2CCN(C)CC2)nc2c(C)cccn2c1=O
  -27	-5	26	i	-2	12	1	20	-1	3
4. Cc1c(/C=N/O)sc2ccccc12
  -4	4	-3	i	3	/	-2	-1	-7	-11
5. CCOc1nsc(OCC)n1
  -7	-3	-5	i	-1	4	0	-9	-3	-4
6. C=CCn1c(SCC(=O)Nc2ncc(Cc3ccc(C)c(Cl)c3)s2)nnc1-c1ccncc1
  -25	/	/	i	-4	18	1	30	0	-11
7. COc1ccc(-c2cn(Cc3ccc(C(=O)c4ccccc4)cc3)nn2)cc1
  -147	22	34	i	-3	16	-1	-161	-1	11
8. CCc1nnc2n1N=C(c1ccc(OC)cc1)CS2
  -14	5	-7	i	8	7	-2	15	-1	9
9. CNC(=O)c1ccc(OCc2ccccc2)c(OC)c1
  -17	/	/	/	-2	/	0	/	/	6
10. CC12Cc3ccc4ccccc4c3C=C1C[N+](C)(C)C2 (stereo unspecified)
  -12	-5	-11	i	3	15	6	-5	3	3
11. CC(Cc1cccs1)NC(=O)Nc1ccc([N+](=O)[O-])cc1 (stereo unspecified)
  -53	29	47	i	6	92	12	-75	0	6
12. COc1ccc(-c2csc(N)n2)cc1F
  -35	-1	8	i	0	12	3	-56	-3	-1
13. CCn1cc([N+](=O)[O-])c(C(=O)Nc2nc(-c3ccc(C)cc3)c(C)s2)n1
  2	21	3	i	4	12	1	7	-2	0
14. CC(C)CN1C(=O)NC(NC(=O)c2cccnc2)(C(F)(F)F)C1=O (stereo unspecified)
  -52	/	/	/	-2	/	4	/	/	-8
15. COc1ccc(OC)c(C2NC(=O)NC(C)=C2C(=O)Nc2ccc(C)cc2C)c1 (stereo unspecified)
  7	-2	-21	i	0	5	2	20	1	-4

Further compounds:
Each structure is followed by: KLF5 inhibitor	HSF1 inh	HSF-1 act	PolyA inhibitor	GSK3A inh	AI-2 QS mod	HSP90 inh	aSyn UTR inh	GSK3B inh	IEC-6 tox
16. CCC(=O)N1CCc2cc(S(=O)(=O)NCCC(=O)N3CCN(Cc4ccccc4)CC3)ccc21
  4	11	35	i	0	27	-1	9	-4	3
17. COc1ccccc1-c1cc(C(=O)N2CCOCC2)no1
  -137	16	27	i	1	18	-4	-125	-3	0
18. Cc1onc(-c2ccccc2)c1C(=O)Nc1ccc(S(=O)(=O)N2CCOCC2)cc1
  -19	1	-10	i	1	10	2	17	-1	2
19. N#C/C(=C\c1cccc(NC(=O)c2ccccc2Cl)c1)C(=O)NCCc1ccccc1
  -22	9	16	i	0	26	-1	-18	-1	-9
20. O=C(Nc1ccccn1)NC12CC3CC(CC(C3)C1)C2
  -5	-3	-14	i	-1	14	1	0	0	6
21. Cc1ccc(-c2nnc(Sc3nc4ccccc4o3)c3ccccc23)cc1
  -3	-2	21	i	2	8	-4	10	1	-2
22. CCn1nc(C(=O)N[C@@H](CCSC)c2nc3ccccc3[nH]2)c2ccccc2c1=O
  -25	9	7	i	-2	15	-4	-39	3	0
23. CC(C)Oc1ccc(C(=O)Nc2c3c(nn2-c2ccccc2)CS(=O)(=O)C3)cc1
  -29	-3	12	i	-1	35	0	16	0	1
24. COC1CCCN(C(=O)c2ccc3oc(Cc4ccc(Cl)cc4)nc3c2)C1 (stereo unspecified)
  -18	7	10	i	-2	7	-2	26	-2	-2
25. C/C(=N\NC(=S)NC1CCCCC1)c1ccc(O)cc1
  4	-5	-2	i	-2	7	-1	-3	1	9
26. Fc1ccc(CNc2cnccn2)cc1
  5	-5	18	i	-3	1	-1	-14	3	0
27. CCOC(=O)N1CCC(NC(=O)CS(=O)Cc2nc(-c3ccc(Cl)cc3)oc2C)CC1 (stereo unspecified)
  -26	8	20	i	-3	16	-6	13	4	-4
28. CC(C)(C)C1CCC(=NNc2ccc(S(N)(=O)=O)cc2[N+](=O)[O-])CC1 (stereo unspecified)
  -10	5	5	i	2	27	1	-24	0	-4
29. O=C(CNC(=O)[C@@H]1Cc2ccccc2CN1)NC1CCCC1
  -21	0	-14	i	-5	4	-5	-12	4	-3
30. O=C(N/N=C\c1cccnc1)C1c2ccccc2Oc2ccccc21
  8	-2	-1	i	-3	14	0	9	-2	-1

(more compounds)
Each structure is followed by: KLF5 inhibitor	HSF1 inh	HSF-1 act	PolyA inhibitor	GSK3A inh	AI-2 QS mod	HSP90 inh	aSyn UTR inh	GSK3B inh	IEC-6 tox
31. O=C(CCCCC(=O)NCCc1ccccc1)NCCc1ccccc1
  -15	15	46	i	0	9	-1	2	-2	1
32. CC(=O)Nc1ccc(NC(=O)COc2ccc(Cl)cc2Cl)cc1
  -49	8	0	i	-1	8	1	-117	1	8
33. Cc1ccc(-c2cc(C(F)(F)F)n3nc(C(=O)NCCCn4ccnc4)cc3n2)cc1C
  -2	-6	-3	/	-5	42	1	12	0	-4
34. COCCCNCC(O)COc1ccccc1F (stereo unspecified)
  -24	-5	2	i	-2	41	-4	10	-2	-10
35. Cc1ccc(N(Cc2cc3ccccc3[nH]c2=O)C(=O)c2cccs2)cc1C
  0	5	4	i	/	31	-1	5	2	4
36. O=C(c1ccc(NS(=O)(=O)c2cccc(F)c2)cc1)N1CCCC1
  -19	-2	-13	i	-3	24	-2	5	1	-5
37. CC(C)(C)C(=O)Nc1nc2c(c(=O)[nH]1)CCCC2
  -24	3	-16	i	1	31	5	1	2	0
38. COc1ccc(C)cc1NC(=O)CN1C(=O)c2cccc3cccc1c23
  -21	-4	-27	i	-1	7	-10	25	2	-6
39. Nc1nc2nn(-c3ccccc3)nc2c(=O)[nH]1
  -44	21	55*	i	0	16	3	-29	3	2
40. O=C(CNc1cccc2ccccc12)N/N=C/C=C/c1ccco1
  -14	0	26	i	0	-12	5	-22	-1	6
41. CCCc1cc(=O)[nH]c(SCC(=O)N2CCN(S(=O)(=O)c3ccccc3)CC2)n1
  -6	-4	1	i	4	-3	0	-15	1	6
42. O=C(Nc1ccc(CN2CCCCC2)cc1)c1ccc(Br)o1
  -36	10	24	i	2	9	-3	-76	3	2
43. CCOC(=O)c1cnn(-c2ccccc2)c1-c1ccncc1
  -21	-3	-20	i	-1	27	-3	4	-4	3
44. CC(C)CC(NC(=O)C1CCC(C)CC1)C(=O)NCCN1CCOCC1 (stereo unspecified)
  -1	-6	13	i	-1	13	0	-7	1	5
45. COc1c(C)cc(NC(=O)c2ccc3c(c2)NC(=O)CO3)cc1C
  -11	3	-7	i	-2	12	2	10	-2	5

More entries
Each structure is followed by: KLF5 inhibitor	HSF1 inh	HSF-1 act	PolyA inhibitor	GSK3A inh	AI-2 QS mod	HSP90 inh	aSyn UTR inh	GSK3B inh	IEC-6 tox
46. COc1ccc(NS(=O)(=O)c2ccc(NC(=S)NC(=O)/C=C/c3ccc(C)cc3)cc2)nn1
  2	6	-4	i	2	32	-1	37	2	3
47. CC(C)c1nc(SCC(=O)c2c[nH]c3ccccc23)n[nH]1
  -11	-4	12	i	-4	16	4	4	2	-5
48. Cc1ccccc1OCC(=O)N1CCC2(CC1)CC(=O)c1ccccc1O2
  /	9	10	i	0	2	/	-3	-1	/
49. Cc1ccccc1N1CCN(C2CCCN(C(=O)c3snnc3C)C2)CC1 (stereo unspecified)
  -32	3	2	i	-2	14	-1	-2	-2	-2
50. COc1cc(O)c(C(CCN2CCCC(C)C2)c2ccc(N(C)C)cc2)c(OC)c1 (stereo unspecified)
  /	0	-2	i	/	5	/	-6	-6	/
51. Cc1ccc(NC(=O)CSc2nnc(-c3ccncc3)n2C)cc1S(=O)(=O)N1CCOCC1
  -12	-1	16	i	0	26	-1	-2	-3	-13
52. Cc1ccnc(Nc2nc(-c3ccc(Cl)cc3)cs2)c1
  -211	-10	-18	i	3	/	-4	-163	/	17
53. CCOC(=O)CNCCC(=O)c1ccc(Br)cc1
  -3	-8	0	i	0	41	-2	21	1	-6
54. c1ccc(C2c3c(ccc4ccccc34)Oc3ncn4nc(-c5ccco5)nc4c32)cc1 (stereo unspecified)
  -3	-6	1	i	-1	2	-6	25	0	3
55. S=C(NCc1ccc(Cl)cc1)NC1CCCCC1
  -11	9	18	i	-1	-86*	-4	-9	1	-6
56. CC1=CC(C)(C)N(C(=O)CN2C(=O)c3ccccc3C2=O)c2ccccc21
  13	-9	-23	i	0	0	2	15	-4	-2
57. CCN(CC)C(=O)c1sc2[nH]c(=S)n(-c3ccccc3)c(=O)c2c1C
  -10	-10	-12	i	-7	51	2	2	2	-4
58. COCCN(CCOc1cc(C)cc(C)c1)Cc1ccc(Cl)cc1
  3	10	27	i	-3	3	3	-12	-2	3
59. Brc1ccc2c(c1)C(c1cccnc1)=NNC(c1cccs1)=N2
  -17	26	64*	i	-1	20	-3	-20	-4	-4
60. C/C(Cl)=C\CSc1nnc2n(N)c(=O)c3ccccc3n12
  -10	-8	-8	i	-3	8	1	-14	-1	-7
61. Cc1ccc(S(=O)(=O)N2CCC(C(=O)N3CCC[C@H]3C(=O)NC3CCS(=O)(=O)C3)CC2)cc1 (stereo partly specified)
  4	-7	-1	i	-1	28	-1	3	0	-5
62. COc1ccc(NC(=S)NCCN2CCC(C)CC2)cc1
  -7	-1	-1	i	1	1	6	23	-2	1

High-throughput results deposited in PubChem BioAssay by several laboratories.

This is a subset; count on the stated rates, not on these rows.
